Screening results deposited in PubChem by several laboratories.
TROY signal inh = inhibitors of TROY-driven NF-kB signaling, primary screen, Q293 LMP1-TROYcd cells, NF-kB luciferase, uHTS; inhibition, % at 10 µM; Q293 LMP1-TROYcd NF-kB luciferase reporter, 4 h; actives 0.98% (n = 360,000);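 active = compounds whose plate-normalised and pattern-corrected inhibition of the luciferase reporter signal at the single screening dose is 50% or more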
TWEAK-Fn14 inh = inhibitors of TWEAK-Fn14 signaling, primary screen, luciferase reporter cells, uHTS; actives 2% (n = 360,000); TWEAK-stimulated Fn14 reporter cells, luciferase luminescence, 8 h; inhibition, % at 10 µM; in the data active = inhibition above about 50%
LRH-1 inv ag = LRH-1 (NR5A2) inverse agonists, primary screen, cell-based, luminescence, HEK293T, StAR-luciferase reporter | Nuclear receptor subfamily 5 group A member 2 (Homo sapiens), O00482 | LRH-1 transfected, 24 h | inhibition, % at 3.6 µM | actives 0.13% (n = 360,000);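 active = inhibition above the mean inhibition of all tested compounds plus 3 SD, cut at about 73% in these data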;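 also: 0% = DMSO wells and 100% = reporter-only cells lacking LRH-1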
NCOA3 inh = SRC3 coactivator transcriptional activity inhibitors, primary screen, cell-based, luminescence. Nuclear receptor coactivator 3 (Homo sapiens), Q9Y6Q9. HEK293 GAL4-SRC3 luciferase reporter. inhibition, % at 3.6 µM. actives 0.17% (n = 360,000). AID 588352, 2011;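 active = inhibition above a per-campaign cutoff, the mean of all compounds plus 3 SD, cut at about 60% in these data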;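 also: 0% = DMSO-treated cells and 100% = gossypol-treated cells at 36 µM; higher means less SRC3-driven luciferase light from the GAL4 reporter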
Target sequence (Q9Y6Q9 whole entry, looked up, the tested form may be a part): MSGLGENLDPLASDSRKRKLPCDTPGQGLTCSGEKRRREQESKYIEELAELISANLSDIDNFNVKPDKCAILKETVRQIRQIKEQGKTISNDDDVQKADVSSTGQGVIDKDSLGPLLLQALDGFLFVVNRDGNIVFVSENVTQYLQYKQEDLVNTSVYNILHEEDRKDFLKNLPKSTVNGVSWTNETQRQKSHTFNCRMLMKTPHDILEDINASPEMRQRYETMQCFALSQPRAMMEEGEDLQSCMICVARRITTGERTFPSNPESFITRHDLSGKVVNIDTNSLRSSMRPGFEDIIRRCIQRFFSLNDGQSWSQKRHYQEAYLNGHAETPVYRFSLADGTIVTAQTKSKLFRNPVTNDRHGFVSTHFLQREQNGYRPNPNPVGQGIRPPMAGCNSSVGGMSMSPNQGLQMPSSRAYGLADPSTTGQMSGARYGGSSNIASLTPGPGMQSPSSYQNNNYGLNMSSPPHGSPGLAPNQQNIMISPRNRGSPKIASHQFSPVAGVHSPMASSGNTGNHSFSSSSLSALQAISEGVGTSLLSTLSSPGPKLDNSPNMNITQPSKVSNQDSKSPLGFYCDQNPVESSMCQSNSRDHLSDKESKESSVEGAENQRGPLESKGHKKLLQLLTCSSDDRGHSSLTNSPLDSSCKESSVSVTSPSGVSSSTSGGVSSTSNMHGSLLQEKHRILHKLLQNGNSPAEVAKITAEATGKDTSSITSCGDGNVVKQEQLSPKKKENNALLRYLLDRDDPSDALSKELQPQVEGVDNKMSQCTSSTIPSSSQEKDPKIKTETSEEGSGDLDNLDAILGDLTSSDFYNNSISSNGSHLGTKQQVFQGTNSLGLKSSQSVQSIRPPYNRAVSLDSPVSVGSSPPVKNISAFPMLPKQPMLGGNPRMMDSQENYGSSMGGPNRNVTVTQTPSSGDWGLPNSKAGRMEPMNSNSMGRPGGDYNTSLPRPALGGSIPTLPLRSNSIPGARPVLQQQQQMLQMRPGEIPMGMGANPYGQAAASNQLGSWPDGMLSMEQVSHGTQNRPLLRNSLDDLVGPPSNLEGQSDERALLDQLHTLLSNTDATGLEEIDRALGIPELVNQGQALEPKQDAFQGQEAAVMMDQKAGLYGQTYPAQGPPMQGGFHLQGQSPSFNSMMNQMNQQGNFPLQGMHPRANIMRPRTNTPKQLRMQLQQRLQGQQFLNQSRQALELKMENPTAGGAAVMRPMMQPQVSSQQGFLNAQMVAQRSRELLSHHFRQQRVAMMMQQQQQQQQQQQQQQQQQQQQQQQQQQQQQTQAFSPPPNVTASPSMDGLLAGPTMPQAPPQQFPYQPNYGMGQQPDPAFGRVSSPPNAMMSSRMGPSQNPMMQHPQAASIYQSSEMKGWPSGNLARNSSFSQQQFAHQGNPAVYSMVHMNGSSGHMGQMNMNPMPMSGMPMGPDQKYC
NCOA2 inhibitor = inhibition of GAL4-SRC2 driven luciferase reporter, primary screen, SRC2 inhibitor project, cell-based, luminescence. inhibition, % at 9 µM. HEK293 GAL4-SRC2 luciferase reporter. AID 651957, 2012. actives 0.17% (n = 370,000);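 active = inhibition above the mean inhibition of all tested compounds plus 3 SD, set per campaign, cut at about 52% in these data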;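 also: 0% = DMSO treated cells and 100% = cells given Gossypol at 36 µM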
C8 TRAIL sens = viability loss with TRAIL in NB7+C8 cells, primary screen, TRAIL sensitizer project, cell-based, ATPlite luminescence; inhibition (viability loss, TRAIL sensitization), % at 10 µM; actives 1% (n = 360,000); AID 624354, 2012;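 active = compounds causing at least 50% loss of cell viability in the single-dose screen, relative to plate controls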
CF NFkB block = inhibitors of PAF-induced NF-kB signaling, primary screen, cell-based, GFP fluorescence, uHTS | KKLEB NF-kB-GFP reporter, GFP fluorescence overnight | inhibition, % at 5 µM | actives 0.86% (n = 360,000);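 active = at least 50% inhibition at 5 µM, scaled per plate between neutral and stimulator controls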;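 also: PAF is a Pseudomonas aeruginosa culture filtrate used as stimulus; plate controls were PAF-stimulated DMSO wells for no effect and unstimulated DMSO wells for full effect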
EBV LMP1 NFkB = EBV LMP1-driven NF-kappaB luciferase reporter inhibitors, primary screen, cell-based, luminescence, single point. LMP1-induced NF-kappaB luciferase reporter cells. inhibition, % at 12.5 µM. actives 0.69% (n = 350,000); in the data active = inhibition above about 41%;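 also: 0% = neutral control wells and 100% = reference inhibitor control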
NR2F2 inh = NR2F2 transcriptional activity inhibitors, primary screen, cell-based, luciferase reporter, HEK293T, luminescence. HEK293T NGFI-A luciferase reporter. inhibition, % at 8.6 µM. actives 0.7% (n = 370,000). AID 686940, 2013;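 active = inhibition above a per-plate cutoff, mean inhibition of test wells between control levels plus 3 SD, cut at about 38% in these data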;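 also: cells cotransfected with COUP-TFII expression vector driving the NGFI-A reporter; 0% = median of COUP-TF2 test wells and 100% = reporter-only cells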
SRC1 inh = SRC1 coactivator transcriptional activity inhibitors, primary screen, cell-based, luminescence; Nuclear receptor coactivator 1 (Homo sapiens), Q15788; HEK293 GAL4-SRC1 luciferase reporter; inhibition, % at 3.6 µM; actives 0.12% (n = 360,000);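 active = inhibition above the campaign mean plus 3 SD, with each screening campaign given its own cutoff, cut at about 60% in these data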;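 also: 0% = DMSO treated cells and 100% = gossypol at 36 µM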
KKLEB cytotox = cytotoxicity in KKLEB CF airway cells, primary screen, cytotoxicity control for CF NF-kB inhibitor project, cell-based, uHTS, fluorescence assay plates | KKLEB CF airway cells viability, ATPlite luminescence, overnight; hits give low values; cells stimulated with P. aeruginosa culture filtrate | activity change (cytotoxicity), % at 5 µM | actives 0.36% (n = 360,000) | AID 602141, 2011;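 active = corrected activity change at or below -50% at 5 µM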
Starred values were filed as active, the others as inactive; x = not tested or not shown.

SMILES	TROY signal inh	TWEAK-Fn14 inh	LRH-1 inv ag	NCOA3 inh	NCOA2 inhibitor	C8 TRAIL sens	CF NFkB block	EBV LMP1 NFkB	NR2F2 inh	SRC1 inh	KKLEB cytotox
O=C(NCc1ccc(Cl)cc1)C1CCN(S(=O)(=O)c2cccs2)CC1	-7	27	-10	-11	3	-1	0	0	5	-6	7
O=C(NCCN1CCC(n2c(=O)[nH]c3ccccc32)CC1)C(c1ccccc1)c1ccccc1	7	9	8	x	15	-12	x	x	12	x	x
Cc1onc(-c2ccccc2)c1C(=O)N1CCN(c2ccccn2)CC1	-6	-11	-18	-2	5	10	4	-1	6	-2	-2
CC(OC(=O)C12CCC(=O)N1c1ccccc1S2)C(=O)Nc1cccc(Cl)c1 (stereo not drawn)	11	-29	-12	9	17	-9	-4	3	0	-20	4
Cn1c(=O)c2c(ncn2CC(=O)OCC(=O)Nc2cc(Cl)ccc2C#N)n(C)c1=O	8	-1	5	-8	6	-5	-34	-8	6	-3	17
COc1ccc(CCCc2nnc(SCC(=O)Nc3ccccc3F)o2)cc1	-17	-11	9	14	-2	-2	10	-1	2	-5	1
CC(=O)N(Cc1ccccc1)c1ncc2c(n1)c(=O)c(C#N)c1ccccn12	-9	24	0	-7	-11	-21	-6	-7	-2	-1	5
CC1(C(=O)NS(=O)(=O)c2ccc(Cl)s2)CCN1C(=O)C1(c2ccc(Cl)cc2)CC1 (stereo not drawn)	0	-10	8	12	3	-16	8	x	6	-10	-2
CC(=O)c1cnc(N2CCCCC2)nc1C	1	11	-10	-10	-7	3	3	-5	-12	-30	4
CC(C)(C)n1ncc2c(=O)n(CC(=O)NCCc3ccccc3)cnc21	2	2	-37	-17	-27	3	10	-10	-16	-33	7
CC(=O)Nc1ccc(S(=O)(=O)NCc2cn3ccsc3n2)cc1	-5	-16	-4	15	6	19	-12	-5	-3	-18	1
CC1CCN(C(c2cccs2)c2nnnn2Cc2ccccc2)CC1 (stereo not drawn)	-12	1	-8	3	-23	0	2	-17	10	-17	-4
CN(C)Cc1nnnn1-c1cccc(-n2nnnc2CN(C)C)c1	-6	14	16	6	13	4	-2	11	-11	-2	-2
Cc1ccccc1Cn1cc(NC(=O)COc2ccccc2)cn1	-18	18	-20	-5	-35	-1	-6	-2	10	-12	6
Cc1ccc(S(=O)(=O)N2CCOCC2)cc1NC(=O)CSc1nnnn1C1CCCC1	9	-1	-11	5	0	-20	1	-1	-6	8	9
Cc1cc(OCCSc2nnc(-c3cccs3)n2C)ccc1Cl	-4	-2	5	5	13	7	-21	-3	9	0	4
Cc1nn(CC(=O)NCc2ccco2)c(C)c1[N+](=O)[O-]	-9	-16	-10	-6	9	-15	6	-1	-3	5	-10
O=C(Cn1nc(-c2ccccc2)c2ccccc2c1=O)Nc1cccc(O)c1	-4	-6	1	-3	17	-1	-17	0	12	-9	15
Nc1cc(-c2cccc(Br)c2)nn1Cc1ccccc1	10	16	5	8	-3	7	-11	1	4	-16	-2
c1ccc(COc2ccc(OCCn3cncn3)cc2)cc1	-64	-13	-106	-84	-26	-1	7	-37	-37	-82	2
NC(Cc1ccc(C(F)(F)F)cc1)c1csc(NC(=O)Nc2ccccc2Oc2ccccc2)n1 (stereo not drawn)	7	27	2	7	5	87*	15	x	9	-26	-22
Cc1c(C)c2c(OCC(=O)N3CCC(C(N)=O)CC3)cc3c(c2oc1=O)CCC(C)(C)O3	9	-22	21	-1	-8	13	-5	1	-32	-5	-6
COc1ccccc1CNC(=O)C(=O)NCC1OCCN1S(=O)(=O)c1ccc(Br)cc1 (stereo not drawn)	9	-8	5	14	-7	6	7	12	10	-22	-10
COc1ccc(C2C(C#N)=C(N)N(c3sc4c(c3C#N)CCCC4)C3=C2C(=O)CC(C)(C)C3)cc1OC (stereo not drawn)	2	13	-26	9	21	6	14	14	9	-2	5
COc1cc(/C=N/NC(=O)CNS(=O)(=O)c2ccc(C)cc2)cc(OC)c1OC	-4	-4	-2	21	-4	-9	18	-1	7	13	4
Cc1ccc(-c2csc3ncn(CC(N)=O)c(=O)c23)cc1C	18	4	5	2	14	5	-1	-10	-18	7	-7
CCc1ccc(OCC(=O)NC(=S)Nc2ccc(C)cc2C)c(Br)c1	-34	23	-14	1	-17	4	-10	2	-2	4	17
CCOC(=O)c1[nH]c(C)c(C(=O)NC(C)CC)c1C (stereo not drawn)	2	-13	20	-8	-1	-1	-10	-1	-9	6	0
COC(=O)CCCC(=O)N1CCC(CCC(=O)NCc2ccc(F)cc2)CC1	2	0	1	9	-15	8	15	-1	2	-4	-2
CC(=O)Nc1ccc(NC(=O)[C@@H](NC(=O)N2C[C@H]3C[C@@H](C2)c2cccc(=O)n2C3)C(C)C)cc1	-4	-9	-17	15	2	-7	-3	5	-14	14	3
COc1ccc(CCN2CN(S(=O)(=O)c3ccc(OC)cc3)c3nc4ccccc4nc32)cc1	21	0	-16	-8	-4	-6	9	2	6	-7	2
CC(OC(=O)c1ccc2c(c1)NC(=O)CS2)C(=O)c1ccc(F)cc1 (stereo not drawn)	-9	-6	9	15	-27	-7	-3	-1	-9	-1	-11
O=C(CCn1c(=O)c2sccc2n(CC(=O)OCc2ccccc2)c1=O)NCc1ccco1	6	-1	13	2	9	-13	-1	-11	0	0	4
COc1cc(C=Nc2cccc(C)c2)c(O)c([N+](=O)[O-])c1	-2	0	-9	17	-19	-3	4	3	0	-17	8
COc1cc(/C=N/n2c(-c3n[nH]c4c3CCC4)n[nH]c2=S)ccc1O	0	2	13	21	6	6	-9	4	8	-30	-20
O=C(Nc1nnc(-c2ccco2)o1)c1ccc([N+](=O)[O-])s1	-6	-8	2	3	-36	8	2	0	8	-16	-6
Fc1ccccc1CSc1ncnc2sc3c(c12)CCCC3	-6	0	13	6	-5	-4	2	-36	-1	-18	-1
Cc1ccc(S(=O)(=O)N2CCCC2C(=O)NCc2ccncc2)cc1 (stereo not drawn)	-20	1	-23	-13	-7	3	-2	2	-5	-5	-2
CCNC(=S)Nc1ccc(Cl)c(C(F)(F)F)c1	-2	13	2	13	20	6	6	4	18	-6	-15
CCCn1c(N2CCC(Cc3ccccc3)CC2)nc2c1c(=O)[nH]c(=O)n2C	-3	9	21	18	-7	-3	13	5	9	10	-12
Cc1cc(-c2ccc([N+](=O)[O-])cc2)cc(C)n1	-12	-40	26	3	-23	5	-29	2	-13	-21	0
O=C(Nc1ncc(S(=O)(=O)c2ccc([N+](=O)[O-])cc2)s1)c1ccccc1F	34	-10	10	22	12	-7	17	7	4	-12	-4
COc1cccc(CN2C(=NC(=O)C3CCCO3)SC3CS(=O)(=O)CC32)c1 (stereo not drawn)	4	-3	23	3	-19	-12	-1	-1	-1	4	9
CCOc1ccccc1N(CC(=O)N1CCc2ccccc2C1)S(C)(=O)=O	14	8	15	3	-7	13	-9	3	-14	13	-6
CC(C)c1ccccc1NC(=O)c1cccnc1	-6	5	3	10	-14	-5	-2	-5	-6	-7	3
Cc1ccccc1-n1c(C)cc(/C=N/Nc2ccc([N+](=O)[O-])cn2)c1C	-2	3	-45	-36	-43	10	4	-26	-9	-46	1
COc1ccc(C2CC(c3ccccc3)=NN2C(=O)COC(=O)C2(C)CC2(Cl)Cl)cc1 (stereo not drawn)	6	5	18	5	-20	1	8	2	-4	8	-7
CCn1c(Cc2ccc(OC)cc2)nnc1SCC(=O)N1CCN(c2ccccc2)CC1	0	15	-10	9	-6	8	11	4	11	3	-30
Cc1cc2oc(=O)cc(CN3CCN(Cc4ccccc4)CC3)c2cc1C	8	-2	21	-3	0	8	-15	x	17	-21	5
CN(CC(=O)Nc1ccccc1Br)C(=O)CNC(=O)Cc1cccc2ccccc12	5	-11	12	-18	-3	-18	-18	7	11	13	24
Cc1cccc(OCC(=O)NCC(=O)N/N=C/c2c(C)[nH]c3ccccc23)c1	-1	5	0	10	-23	5	7	-9	12	-35	-12
Cc1nnc(SCC(=O)N2CCc3ccccc32)s1	-50	-13	-50	-27	-13	-3	8	1	-36	-35	2
Cc1cc2ccccn2c1C(=O)c1ccncc1	-7	7	16	22	-17	0	12	-12	-2	4	-4
COc1ccc(N2C(=O)CCC(C(=O)NCc3cccnc3)C2c2ccc(OC)c(OC)c2)cc1 (stereo not drawn)	0	-5	16	7	18	-4	-4	-5	-9	5	2
O=C(CN1C(=O)/C(=C/c2ccco2)SC1=S)NC1CCS(=O)(=O)C1 (stereo not drawn)	6	5	3	16	12	-12	-11	-6	-7	12	4
O=C(NC1CCCCC1)C1COc2ccccc2O1 (stereo not drawn)	2	-10	9	-2	-17	-2	-5	1	-1	-13	5
CN1CCN(C2CN(Cc3ccc(F)cc3)S(=O)(=O)C2)CC1 (stereo not drawn)	-16	-24	-5	20	26	5	18	x	-4	-7	-3
CCN(CC)c1ccc2cc(S(=O)(=O)c3ccc(C)cc3)c(=O)oc2c1	-34	24	-7	3	-33	8	-4	-3	1	-3	-12
COc1ccc(NC(=O)CN(c2ccccc2OC)S(=O)(=O)c2cccs2)cc1Cl	-1	27	-6	15	17	-13	23	7	-2	7	1
CN(C)CCCN(C(=O)c1ccc(S(=O)(=O)N(C)Cc2ccccc2)cc1)c1nc2c(F)cccc2s1	-11	13	-12	-17	9	4	8	-5	-18	-11	-6

Sorted by value in EBV LMP1 NFkB (ascending): 3 from the list above
SMILES,EBV LMP1 NFkB
CC(C)(C)n1ncc2c(=O)n(CC(=O)NCCc3ccccc3)cnc21,-10
Cc1cccc(OCC(=O)NCC(=O)N/N=C/c2c(C)[nH]c3ccccc23)c1,-9
Cn1c(=O)c2c(ncn2CC(=O)OCC(=O)Nc2cc(Cl)ccc2C#N)n(C)c1=O,-8

Next part:
SMILES	TROY signal inh	TWEAK-Fn14 inh	LRH-1 inv ag	NCOA3 inh	NCOA2 inhibitor	C8 TRAIL sens	CF NFkB block	EBV LMP1 NFkB	NR2F2 inh	SRC1 inh	KKLEB cytotox
CS(=O)(=O)c1ccc2nc(NC(=O)C3CC(=O)N(c4ccccc4)C3)sc2c1 (stereo not drawn)	-6	8	51	-8	-23	-21	9	-6	19	-9	1
Cc1nn(-c2ccccc2)c(Cl)c1C(=O)NCC(=O)O	20	15	3	8	-24	-9	-2	-7	-4	-23	2
O=C(Nc1cnn(C23CC4CC(CC(C4)C2)C3)c1)c1cc(-c2ccccc2)on1	11	-31	26	-14	-21	21	27	4	13	-7	-29
CCOC(=O)C(=CNc1ccc(C#N)cc1)C(=O)OCC	-28	2	14	14	14	-4	-22	2	15	2	1
